Bioassay records as filed in PubChem.
Rac1 act GTP bind: alters GTP binding to activated mutant human Rac1. P63000. GST-Rac1 activated beads, fluorescent GTP binding, flow cytometry; actives lie on both sides; 100% means binding = to untreated wells. percent activity (GTP binding), % at 10 µM. 190,000 tested, 0.11% active. AID 764;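 active = GTP binding at least 20 percentage points away from the 100% baseline, in either direction, so actives lie on both sides; inconclusive = Compound likely fluorescent itself, or too few beads counted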
Mcl1-Bid inh: disrupts binding of human Mcl-1 to Bid peptide. Q07820. TR-FRET Mcl-1/Bid-Dy647 peptide binding, 1536-well. inhibition, % at 21.7 µM. 220,000 tested, 0.97% active. AID 1021;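 active = compounds that cut the binding signal by more than half at the single screening dose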;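 note: His-tagged Mcl-1 with europium anti-His antibody binding Bid BH3 peptide; 0% = Mcl-1 plus peptide wells and 100% = peptide-only wells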
Target sequence (Q07820 whole entry, looked up): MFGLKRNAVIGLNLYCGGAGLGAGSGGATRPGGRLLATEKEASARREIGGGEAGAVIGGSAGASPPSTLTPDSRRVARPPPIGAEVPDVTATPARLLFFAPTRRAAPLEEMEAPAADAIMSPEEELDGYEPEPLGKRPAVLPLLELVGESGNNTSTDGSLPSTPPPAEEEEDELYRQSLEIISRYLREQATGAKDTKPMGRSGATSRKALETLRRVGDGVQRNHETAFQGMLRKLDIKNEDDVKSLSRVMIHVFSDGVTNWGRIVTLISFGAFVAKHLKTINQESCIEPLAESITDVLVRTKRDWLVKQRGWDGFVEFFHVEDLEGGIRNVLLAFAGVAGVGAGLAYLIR
Pf gametocyte: P. falciparum stage V gametocyte viability inhibition; AID 743093; P. falciparum stage V gametocytes, ATP luminescence, 24 h; 150,000 tested, 0.065% active; inhibition, % at 10.9 µM;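 active = inhibition above the mean plus 3 SD of compounds within the control limits, set per campaign, cut at about 38% in these data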;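 note: 0% = DMSO wells and 100% = medium only without gametocytes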
HRas wt GTP bind: changes GTP binding to wildtype human HRas; P01112; GTP binding activity, % at 10 µM; 190,000 tested, 0.14% active; GST-Ras wt beads, Bodipy-FL-GTP binding, flow cytometry; actives lie on both sides;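 active = GTP binding activity at least 20% away from the 100% baseline, either lowered as inhibitor or raised as activator; inconclusive = flagged as likely green fluorescent, judged across all proteins in the well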;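 note: 0% = unlabeled GTP competition control and 100% = no-compound control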
Target sequence (P01112 whole entry, looked up): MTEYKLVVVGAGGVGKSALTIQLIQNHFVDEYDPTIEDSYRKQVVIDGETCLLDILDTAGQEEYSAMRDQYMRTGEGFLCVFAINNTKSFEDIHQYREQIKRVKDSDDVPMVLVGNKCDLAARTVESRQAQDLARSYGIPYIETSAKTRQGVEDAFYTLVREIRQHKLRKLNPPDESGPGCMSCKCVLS
Rab7 wt GTP bind: alters GTP binding to wildtype dog Rab7. GST-Rab7 beads, fluorescent GTP binding, flow cytometry; actives lie on both sides; untreated = 100%, excess cold GTP = 0%. GTP binding activity (percent of control), % at 10 µM. 190,000 tested, 0.055% active. AID 758;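 active = fluorescent GTP binding to Rab7 beads changed by at least 20 points from the 100% baseline, either direction, mostly lower; inconclusive = compound itself probably fluorescent, or too few beads counted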;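 note: median green fluorescence of bound Bodipy-FL-GTP per Rab7 bead population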
Bim-Mcl-1: human Bim-Mcl-1 interaction inhibition | Q07820 | Bead-based flow cytometry, Bim peptide-Mcl-1 binding | inhibition, % at 10 µM | 190,000 tested, 0.1% active | AID 1009; in the data active = inhibition above about 40%;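 note: 0% = no compound tracer wells and 100% = peptide blocker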
Cdc42 wt GTP: changes GTP binding to wildtype human Cdc42 | AID 761 | percent activity (GTP binding), % at 10 µM | GST-Cdc42 beads, Bodipy-GTP binding, flow cytometry; actives lie on both sides | 190,000 tested, 0.2% active | P60953;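 active = percent activity GTP binding at least 20 points away from the 100% baseline, either down as inhibitor or up as activator; inconclusive = compound flagged as likely green fluorescent from well-wide comparison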;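 note: median bead fluorescence of bound Bodipy-FL-GTP at 100 nM; 0% = excess unlabeled GTP control and 100% = no compound control; below 100% means less GTP binding so inhibitor and above means activator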
Target sequence (P60953 whole entry, looked up): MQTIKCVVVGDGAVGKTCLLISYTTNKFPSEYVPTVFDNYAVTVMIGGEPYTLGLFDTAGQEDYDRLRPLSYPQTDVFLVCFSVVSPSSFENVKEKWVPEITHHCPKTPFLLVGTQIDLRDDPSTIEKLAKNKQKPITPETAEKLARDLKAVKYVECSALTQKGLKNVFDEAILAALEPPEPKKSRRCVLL
Rac1 wt GTP bind: alters GTP binding to wildtype human Rac1 | P63000 | GST-Rac1 beads, fluorescent GTP binding, flow cytometry; actives lie on both sides; 0 = cold GTP competed, 100 = untreated | GTP binding activity (% of control), % at 10 µM | 190,000 tested, 0.27% active;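 active = GTP binding activity at least 20 points away from the 100% control level, either lower or higher; inconclusive = compound flagged as likely green fluorescent, judged across all proteins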
Rab2A wt mod: changes GTP binding to wildtype dog Rab2A, up or down; P61105; GST-Rab2 wt beads, Bodipy-GTP binding, flow cytometry; GTP binding activity, % at 10 µM; 190,000 tested, 0.19% active; AID 760;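 active = GTP binding activity at least 20 points away from 100%, either lowered or raised; inconclusive = signal likely due to the compound's own green fluorescence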;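 note: 0% = beads with excess unlabeled GTP and 100% = no-compound control corrected for plate trend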
Avidin bead fluor: compound fluoresces at 488/530 nm on avidin beads; AID 1775; compound fluorescence 488/530 nm, flow cytometry; stronger effect = higher value; fluorescence (KMESF) at 10 µM; 220,000 tested, 0.38% active; in the data active = fluorescence above about 47; note: inactives centre near 10
Mcl1 Noxa PPI: disrupts binding of human Mcl-1 to Noxa peptide; Q07820; TR-FRET Mcl-1/Noxa peptide binding, 2 h; inhibition, % at 21.7 µM; 220,000 tested, 1.5% active;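 active = compounds that cut the protein-peptide binding signal by more than 50% relative to plate controls in a single-dose test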;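 note: His-tagged Mcl-1 with rhodamine Noxa BH3 peptide and terbium anti-His antibody; 0% = Mcl-1 plus Noxa peptide wells and 100% = peptide-only wells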
* marks the source's active call; other numbers are inactive results; ? = inconclusive; . = no result given.

Molecule	Rab7 wt GTP bind	Rac1 act GTP bind	Mcl1-Bid inh	Rab2A wt mod	Cdc42 wt GTP	Mcl1 Noxa PPI	Avidin bead fluor	HRas wt GTP bind	Rac1 wt GTP bind	Bim-Mcl-1	Pf gametocyte
Cc1ccc(C(C(=O)NC2CCCC2)N(C(=O)Cc2cccs2)c2cccc(C)c2C)o1 (centres undefined)	97	94	-6	97	97	14	14	98	94	0	.
CCN(CC)C(=O)CSc1nc2c(sc(=S)n2CC)c(=O)n1-c1ccccc1	99	100	-35	98	102	-14	8	100	104	5	.
O=C(CNS(=O)(=O)c1ccc(Cl)cc1)OCC(=O)N1CCCc2ccccc21	99	99	-20	97	102	-17	20	97	102	-3	5
COc1cc(N2CCOCC2)ccc1C=C(C#N)C#N	105	96	-10	102	99	7	10	100	103	2	.
Cc1ccc(SCCC(=O)OC(C(=O)NC(N)=O)C(C)C)cc1 (centres undefined)	103	95	-25	98	98	8	7	99	99	0	16
Cc1nc(CNS(=O)(=O)c2ccc3ccccc3c2)cs1	96	101	-1	100	104	5	23	99	105	-4	.
O=C(Cn1cc(C(=O)C(F)(F)F)c2ccccc21)N1CCOCC1	100	96	-11	96	94	-11	8	95	92	2	.
CC1Cc2ccccc2N1C(=O)CN1C(=O)NC(C)(c2ccc3c(c2)OCCO3)C1=O (centres undefined)	100	97	-6	100	101	1	31	101	103	1	10
O=C(Nc1ccccc1F)c1ccc(Cn2cc(Cl)cn2)cc1	95	97	-10	98	99	4	11	98	99	-3	-23
CN(C)c1cccc(C(=O)OCC(=O)Nc2nccs2)c1	98	98	-72	97	98	32	8	100	98	0	7
c1ccc2c(c1)OCC(c1csc3ncnc(N4CCCCC4)c13)O2 (centres undefined)	93	97	-5	98	99	-10	21	99	101	-3	.
O=C(O)CCCC(=O)Nc1nc2n(n1)C(c1ccc(F)cc1)CC(c1ccc(Cl)cc1)N2 (centres undefined)	96	95	-15	97	97	10	2	96	97	-1	-1
C=CCOc1ccc(CNn2cn[nH]c2=S)cc1OCC	95	97	-21	94	98	21	10	96	98	-5	-2
CN(C)C(CN1C(=O)C2CC=CCC2C1=O)c1cn(C)c2ccccc12 (centres undefined)	103	100	-5	102	102	30	34	101	104	-5	.
O=C(C1CCN(S(=O)(=O)N2CCOCC2)CC1)N1CCOCC1	105	98	-14	105	107	1	19	105	104	-1	.
COc1cc(OC)cc(C(=O)N2CCC(N3CCN(c4ccccc4)CC3)CC2)c1	100	102	-19	103	105	9	13	102	105	0	.
CN1CCCC(OC(=O)CCCCC(=O)OC2CCCN(C)C2)C1 (centres undefined)	103	98	-8	100	101	13	11	102	98	0	.
COc1cc(CNCCc2ccccc2)ccc1OCC(N)=O	105	101	13	100	101	8	5	101	107	-3	-21
COc1cc(OC)c(N(C)S(=O)(=O)c2cccc(C(=O)OCc3c(C)noc3C)c2)cc1Cl	102	94	-12	97	97	16	11	98	99	1	.
Cc1cccc(C(=O)c2c[nH]cc2-c2ccccc2)c1	105	98	-61	97	99	9	4	100	101	-6	.
C/C(=N\NC(=O)Cn1cnc2ccccc21)c1cccs1	104	97	-70	98	96	-5	10	96	96	-1	.
O=C(NCc1ccc(Cl)cc1)C(=O)NCC1OCCN1S(=O)(=O)c1cccs1 (centres undefined)	98	98	-3	100	105	24	.	102	107	-2	.
Cc1noc(C)c1C(=O)OCC(=O)c1c[nH]c2ccccc12	104	98	-31	104	99	41	12	102	102	13	23
O=C(CS(=O)(=O)c1c[nH]c2ccccc12)N1CCc2ccccc21	102	95	3	98	96	3	6	95	95	-4	.
CNC(=O)CSc1nnnn1-c1ccc2c(c1)OCCO2	97	95	-17	98	98	-2	6	99	100	-2	.
COc1cccc(CNC(=O)CCN2C(=S)NC(C)(C)CC2C)c1 (centres undefined)	93	100	-29	96	99	4	12	98	100	-1	29
O=C(CN1C(=O)COc2ccccc21)c1ccc(Cl)cc1	98	100	-22	100	102	-5	7	102	104	-91	.
Cc1cccc2cc(CN(Cc3cccnc3)C(=O)c3ccccc3F)c(Cl)nc12	93	98	-6	94	97	8	16	97	97	-1	.
Cc1cccc(NC(=O)CO/N=C/c2ccc3c(c2)OCO3)c1	95	90	6	89	92	-2	13	93	90	-3	-8
CCn1c(SCC(=O)Nc2ccc(NC(=O)c3cccs3)cc2)nnc1-c1cccnc1	99	97	-28	98	99	5	9	98	104	-2	-5
CCCOc1ccc(C2NC(=O)NC2=O)cc1 (centres undefined)	100	98	-10	98	98	-5	30	96	101	-3	.
COc1ccc(NC(=O)COc2ccc(/C=N/n3c(C)nnc3C)cc2OC)cc1	102	99	-16	100	105	16	22	102	107	-1	.
O=C(O)Cn1nc(-c2ccc(F)cc2)oc1=O	101	94	4	100	97	0	15	97	100	-1	.
Cc1nc(Nc2ccccc2)sc1C	97	98	-23	99	99	15	10	98	101	-4	-6
Cc1[nH]n(S(=O)(=O)Cc2ccccc2)c(=O)c1N=Nc1ccccc1Cl	91	88	-7	87	87	20	25	90	91	-2	4
CCOc1ccc(NS(=O)(=O)c2ccc(NC(=O)C3CCCO3)cc2)cc1 (centres undefined)	91	96	-30	94	96	9	10	96	95	0	.
CC(C)c1ccc(N(C(=O)c2cc3ccccc3oc2=O)C2C=CS(=O)(=O)C2)cc1 (centres undefined)	98	98	8	101	99	-8	6	100	102	-4	.
CC1(C)CC2CC(C)(CN2C(=O)COC(=O)CNC(=O)c2ccc(Cl)c(Cl)c2)C1 (centres undefined)	95	100	10	95	98	6	13	98	102	-4	-20
Cc1ccc(NC(=S)N(CCN(C)C)C(C)c2ccco2)cc1C (centres undefined)	103	101	-58	102	105	18	15	102	106	-3	.
Cc1ccc(C2(C(F)(F)F)N=C3Sc4cc(C)ccc4N3C(=O)N2)cc1 (centres undefined)	97	99	1	100	100	18	16	100	104	-4	.
CC(=O)c1c(C)[nH]c(C(=O)COC(=O)CCSc2ccccc2)c1C	99	101	-3	100	100	-8	13	100	101	0	-11
COc1cc2c(cc1NC(=O)CN1C(=O)NC3(CCc4ccccc43)C1=O)oc1ccccc12 (centres undefined)	99	100	-12	100	103	-12	7	99	105	-83	12
COc1cccc(C(=O)Oc2ccc(N3C(=O)CCC3=O)c(C)c2)c1	104	98	-33	100	99	8	9	101	98	-4	1
CCn1cc(/C=N/NC(=O)c2ccc(C#N)cc2F)c2ccccc21	97	99	-26	99	101	-15	28	98	103	-3	-24
CCOC(=O)c1cc2sccc2n1CC(=O)C(C)(C)C	95	99	-24	96	97	19	12	95	102	2	-18
C/C=C/C(=O)OCC(=O)Nc1cccc(Br)c1	94	96	-23	96	95	7	24	97	98	-3	-13
Cc1cc(/C=C2/SC(=O)N(CC(=O)N3CCOCC3)C2=O)c(C)n1-c1ccccc1F	99	98	-95	100	103	26	19	99	101	-3	-14
COc1ccc(-c2nc3ncnn3cc2C)cc1F	95	97	-46	94	96	-10	8	96	96	0	-9
CCc1ccc(OCC2c3cc(OC)c(OC)cc3CCN2C(=S)NC)cc1 (centres undefined)	102	94	-20	97	97	5	23	99	97	-19	-14
CCOc1ccc(CC(=O)N2CCN(c3ccc(N4CCOCC4)nn3)CC2)cc1OCC	102	101	-39	102	105	11	7	103	109	0	.
COc1cccc(N2CCN(Cc3nc(N)nc(Nc4ccccc4OC)n3)CC2)c1	98	100	-14	99	101	3	2	100	100	0	.
NS(=O)(=O)c1ccc(CCNC(=O)CCCn2c(=O)[nH]c3ccc(Br)cc3c2=O)cc1	91	95	13	93	95	13	15	92	95	2	-4
Cc1ccc(-c2nnc(SCC(=O)NNC(=O)COc3cccc(C)c3)n2C)cc1	101	101	-7	104	108	-1	5	104	105	0	21
O=C(C1CCCCC1)N1CCCC(c2nc3c(nnn3Cc3ccccc3)c(=O)[nH]2)C1 (centres undefined)	95	99	-7	100	102	6	4	100	102	0	5
COCCCNC(=O)Cn1nc(-c2ccc(C)cc2)ccc1=O	102	102	-6	105	106	3	11	104	105	-2	.
O=C(C(=O)N1CCc2ccccc2C1)c1c[nH]c2ccccc12	98	92	-21	96	97	8	10	95	99	-2	19
CC(=O)Nc1nonc1-c1nc2ccccc2n1Cc1nnc(C)o1	?	?	-15	?	?	9	6	?	?	5	-37
CCOc1cnc(-c2c(-c3ccccc3Cl)noc2C)o1	96	98	-14	99	99	-1	13	97	101	1	8
CCC(=O)Nc1cc2c(cc1C(=O)CC)OCCO2	99	97	-9	97	99	5	24	99	102	0	.
CCN(CC)CCCNC(=O)c1nn(-c2ccccc2OC)c(=O)c2ccccc12	94	101	-19	102	98	-2	8	99	100	-4	0

Other compounds
Molecule	Rab7 wt GTP bind	Rac1 act GTP bind	Mcl1-Bid inh	Rab2A wt mod	Cdc42 wt GTP	Mcl1 Noxa PPI	Avidin bead fluor	HRas wt GTP bind	Rac1 wt GTP bind	Bim-Mcl-1	Pf gametocyte
Cc1cccc(Nc2nc3ccccc3s2)c1C	96	93	8	93	93	7	16	96	95	0	8
COc1ccccc1C(=O)N1CCN(Cc2cn[nH]c2-c2ccc(F)cc2F)CC1	95	94	-59	97	98	8	12	96	98	0	15
CC1(C)CC2CC(C)(CN2C(=O)COC(=O)c2cc(Cl)cc(Cl)c2N)C1 (centres undefined)	97	97	-12	98	98	-11	8	100	99	-4	.
CCN(CC)S(=O)(=O)c1ccc(C(=O)NNC(=O)C2CCN(S(=O)(=O)c3ccc(Cl)cc3)CC2)cc1	99	101	-17	99	102	1	6	102	103	-1	-5
CCOc1nc(SCCOc2ccc(C)cc2)nc(N(C)C)n1	96	95	-9	94	97	25	25	95	97	-2	1
Cc1nc(SCC(=O)OCc2ccccc2)c2c(=O)n(C)c(=O)n(C)c2n1	98	100	-11	102	103	1	6	102	105	2	.
O=C(CSc1nnc(-c2ccco2)n1Cc1ccccc1)c1ccc(F)cc1	95	97	-16	97	101	23	24	98	98	0	.
Cc1cccc(C(=O)NNC(=O)c2ccccc2)c1	?	?	-31	?	?	-15	7	?	?	-1	-8
Cc1ccc(S(=O)(=O)NN/C(=N/S(=O)(=O)c2ccccc2)c2ccccc2)cc1	95	94	-27	93	95	9	11	94	94	0	-1
